Pax4 mRNA alpha TC1: activators of Pax4 gene expression, primary screen, RT-PCR, mouse alpha TC1 cells, single point (AID 1053180) | mouse alpha TC1 cells, Pax4 mRNA qPCR, 6 days; hits give high values; 100% = Pax4 plasmid added at qPCR | actives 0.2% (n = 9,600) | activation, % at 10 µM;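 active means highest normalized replicate activity of 15 or more, or at least half the replicates reach 15 or more; inactive means neither condition met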;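 further: pax4 Ct normalized to GAPDH with activation seen as lower delta delta Ct; plate controls were plate neutral control wells for no effect and Pax4 plasmid positive control for full effect; each compound tested in two replicate wells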
YAP1 CTGF inhibition: reduction of CTGF mRNA in DLD1 cells – DLD1 colon cancer cells, RT-qPCR, single point, primary screen (AID 743449). DLD1 CTGF mRNA qPCR, 24 h; hits give high values. inhibition, % at 12.5 µM. actives 0.9% (n = 9,900);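 active means mean normalized replicate activity at least 50 and at least half of replicates each reaching 50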;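 further: 0% = neutral control wells and 100% = dasatinib control wells; higher means stronger suppression of CTGF expression like dasatinib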
An asterisk follows results filed as active; x = not tested or not shown. Some of the compounds tested; the hit share may differ from the screen's.

SMILES	Pax4 mRNA alpha TC1	YAP1 CTGF inhibition
COc1ccccc1C(=O)Nc1ccc2c(c1)C(=O)N(C)[C@H]1CC[C@H](CC(=O)Nc3cccc(C(C)C)c3)O[C@@H]1CO2	0.0	0
O=C(C[C@H]1CC[C@H](NS(=O)(=O)c2ccc(F)cc2)[C@H](CO)O1)N1CCN(c2ccccc2)CC1	0.0	3
COc1ccc(C[C@@H]2CCn3nncc3COCCCNC2=O)cc1	0.0	-29
CC(C)C#Cc1ccc([C@H]2[C@@H](CO)N3C(=O)CN(C(=O)NC4CCCC4)C[C@H]23)cc1	0.0	-17
COc1ccccc1CNC(=O)C[C@@H]1CC[C@H]2[C@H](COc3ccc(NC(C)=O)cc3C(=O)N2C)O1	0.0	-11
COc1ccc(CNC(=O)C[C@H]2C=C[C@@H](NC(=O)c3cccc(F)c3)[C@@H](CO)O2)cc1	0.0	9
O=C(C[C@@H]1CC[C@@H](NC(=O)c2cccnc2)[C@@H](CO)O1)NCc1ccc(Cl)c(Cl)c1	0.0	-14
COCC#Cc1ccc([C@@H]2[C@H]3CN(C(=O)CN4CCOCC4)CC(=O)N3[C@H]2CO)cc1	0.0	-14
CCc1cnc(N2[C@H](C#N)[C@H](c3ccccc3-c3ccccc3C)[C@H]2CO)s1	0.0	20
CCCC(=O)Nc1ccc2c(c1)C(=O)N(C)C[C@@H](OC)[C@H](C)CN(Cc1ccc(F)cc1)[C@H](C)CO2	0.0	17
COc1ccccc1NC(=O)N1C[C@@H]2[C@H](c3ccccc31)[C@H](CO)N2C(=O)C1CCCC1	0.0	5
O=C(c1ccc(F)cc1)N1CC(=O)N2[C@H](CO)[C@H](c3ccc(C#CCC4CCCC4)cc3)[C@H]2C1	0.0	-43
C[C@H](CO)N1C[C@H](C)[C@H](CN(C)Cc2ccccc2C(F)(F)F)OCc2ccccc2-c2ccccc2C1=O	0.0	27
CC(C)(C)S(=O)N1Cc2cc(C(=O)NCc3ccc4c(c3)OCO4)nc(-c3cccc(-c4cccc(F)c4)c3)c2[C@@H]1CCO (stereo partly specified)	0.0	55*
CNC[C@@H]1OCCCC[C@H](C)Oc2ccc(NS(=O)(=O)c3ccc(F)cc3)cc2C(=O)N([C@H](C)CO)C[C@@H]1C	0.0	12
COc1cccc(C#Cc2ccc3c(c2)O[C@@H](CN(C)C(=O)CN2CCOCC2)[C@@H](C)CN([C@@H](C)CO)S3(=O)=O)c1	0.0	51*
O=C(O)[C@H]1[C@H](CO)[C@H]2Cn3c(ccc(/C=C/c4ccccc4)c3=O)[C@H]2N1Cc1ccc2c(c1)OCO2	0.0	8
COc1cccc(S(=O)(=O)N2CC[C@@H]3[C@H](CO)Nc4ccc(C5=CCCCC5)cc4[C@@H]32)c1	0.0	14
CCNC(=O)[C@H]1[C@H](CO)[C@H]2Cn3c(cccc3=O)[C@H]2N1C(=O)CC1CC1	0.0	-31
CS(=O)(=O)N1CC(=O)N2[C@H](C1)[C@H](c1ccc(C#CCC3CCCC3)cc1)[C@@H]2CO	0.0	-29
COc1ccccc1C(=O)Nc1ccc2c(c1)C(=O)N(C)C[C@H](OC)[C@H](C)CN(C(C)=O)[C@H](C)CO2	0.0	-23
Cc1nn(C)cc1NC(=O)C[C@@H]1CC[C@@H]2[C@H](COc3ccc(NC(=O)c4cccc(F)c4)cc3C(=O)N2C)O1	0.0	-11
O=C(C[C@@H]1CC[C@H]2[C@@H](COC[C@@H](O)CN2Cc2ccc(F)cc2)O1)NCCc1ccccc1	0.0	7
N#C[C@H]1N[C@H](CO)[C@H]1c1ccc(C2=CCCC2)cc1	0.0	-27
CO[C@H]1CN(C)C(=O)c2cc(NC(C)=O)ccc2OC[C@@H](C)N(Cc2ccncc2)C[C@H]1C	0.0	-21
COCCNC(=O)C[C@@H]1CC[C@H]2[C@@H](COC[C@H](O)CN2C(=O)c2cc(Cl)cc(Cl)c2)O1	0.0	14
Cc1noc(C)c1NC(=O)N(C)C[C@H]1Oc2ccc(NC(=O)Cc3cn(C)c4ccccc34)cc2CC(=O)N([C@H](C)CO)C[C@@H]1C	0.0	-1
C[C@@H]1CN([C@H](C)CO)C(=O)CCCn2cc(nn2)CO[C@@H]1CN(C)C(=O)c1ccc(N2CCN(C)CC2)cc1	0.0	-61
N#C[C@@H]1[C@@H](c2ccccc2C2=CCCCC2)[C@@H](CO)N1C(=O)CN1CCOCC1	0.0	-45
C[C@@H]1CN([C@@H](C)CO)C(=O)c2cccc(NC(=O)c3nc4ccccc4s3)c2O[C@@H]1CN(C)C(=O)Nc1ccc2c(c1)OCO2	0.0	14
Cn1cnc(S(=O)(=O)N[C@H]2CC[C@H](CC(=O)NCC3CCCCC3)O[C@H]2CO)c1	0.0	20
CCCNC(=O)N1[C@H](CO)[C@H](c2ccc(-c3ccccc3F)cc2)[C@@H]1C#N	0.0	23
O=C(c1ccc2c(c1)OCO2)N1C[C@H]2[C@@H](c3ccccc31)[C@@H](CO)N2C(=O)CC1CC1	0.0	11
Cc1cccc(S(=O)(=O)N2C[C@@H]3[C@H](c4ccccc42)[C@H](CO)N3Cc2ccc3c(c2)OCO3)c1	0.0	11
CO[C@@H]1CN(C)C(=O)c2cc(NC(=O)NC(C)C)ccc2OC[C@@H](C)N(Cc2ccccc2)C[C@@H]1C	0.0	24
CN1C(=O)c2cc(NC(=O)Cc3cccs3)ccc2OC[C@@H]2O[C@@H](CC(=O)NCC3CCCCC3)CC[C@H]21	0.0	-73
C[C@@H]1COCn2nncc2CC[C@H](Cc2ccc(-c3ccccc3)cc2)C(=O)N1	0.0	-14
CCS(=O)(=O)NCC[C@H]1CC[C@@H](NC(=O)Nc2cc(Cl)cc(Cl)c2)[C@@H](CO)O1	0.0	-14
COc1ccc(S(=O)(=O)N(C)C[C@@H]2Oc3ccc(NC(=O)Nc4ccc(C(F)(F)F)cc4)cc3C(=O)N([C@@H](C)CO)C[C@@H]2C)cc1	0.0	10
C[C@H](CO)N1C[C@H](C)[C@@H](CN(C)C(=O)Nc2cccc3ccccc23)OCCCC[C@H](C)Oc2ccc(NC(=O)CCC(F)(F)F)cc2C1=O	0.0	16

2 records picked at random from the list so far, as already listed:
SMILES	Pax4 mRNA alpha TC1	YAP1 CTGF inhibition
COCCNC(=O)C[C@@H]1CC[C@H]2[C@@H](COC[C@H](O)CN2C(=O)c2cc(Cl)cc(Cl)c2)O1	0.0	14
CO[C@@H]1CN(C)C(=O)c2cc(NC(=O)NC(C)C)ccc2OC[C@@H](C)N(Cc2ccccc2)C[C@@H]1C	0.0	24

(more compounds)
SMILES	Pax4 mRNA alpha TC1	YAP1 CTGF inhibition
CO[C@@H]1CN(C)C(=O)c2cc(NC(=O)NC(C)C)ccc2OC[C@@H](C)N(C(=O)CN(C)C)C[C@@H]1C	0.0	-14
OC[C@@H]1[C@H](c2ccccc2)C2(CN(Cc3cccnc3)C2)N1Cc1ccncc1	x	-31
O=C1[C@H](Cc2ccc(C(F)(F)F)cc2)CCn2nncc2COC[C@H]2CCCCN12	0.0	-12
CCS(=O)(=O)N1CCC2(CC1)CN(S(=O)(=O)c1ccc(C)cc1)[C@H](CO)c1[nH]c3cc(OC)ccc3c12	0.0	-9
Cc1ccc(OC(=O)N(C)C[C@H]2OCc3ccccc3-c3ccccc3C(=O)N([C@@H](C)CO)C[C@H]2C)cc1	0.0	-11
CCS(=O)(=O)Nc1ccc2c(c1)C(=O)N(C)[C@H]1CC[C@H](CC(=O)NCc3ccccc3F)O[C@H]1CO2	0.0	-96
COc1ccccc1-c1ccc([C@H]2[C@H](C#N)N[C@@H]2CO)cc1	0.0	19
CCNC(=O)C[C@H]1CC[C@H]2[C@@H](COC[C@H](O)CN2C(=O)C2CCCC2)O1	0.0	25
Cc1noc(C)c1NC(=O)Nc1ccc2c(c1)C(=O)N([C@H](C)CO)C[C@@H](C)[C@H](CN(C)S(=O)(=O)c1cccs1)OCCCC[C@H](C)O2	0.0	18
O=C(N[C@@H]1CC[C@@H](CCn2cc(-c3ccccc3F)nn2)O[C@H]1CO)c1ccc2c(c1)OCO2	0.0	-2
Cc1cccc(S(=O)(=O)N2CC[C@H]3[C@H](CO)Nc4ccc(-c5ccccc5F)cc4[C@H]32)c1	0.0	11
C[C@H]1CN([C@@H](C)CO)C(=O)CCCn2nncc2CO[C@@H]1CN(C)C(=O)c1ccc(N2CCN(C)CC2)cc1	0.0	-7
C/C=C/c1cnc2c(c1)C(=O)N([C@H](C)CO)C[C@@H](C)[C@@H](CN(C)CC1CCOCC1)O2	0.0	-29
Cc1noc(C)c1S(=O)(=O)Nc1ccc2c(c1)C(=O)N([C@@H](C)CO)C[C@@H](C)[C@@H](CN(C)C(=O)Nc1cccc3ccccc13)OCCCC[C@H](C)O2	0.0	-14
Cc1ccc(-c2ccc([C@@H]3[C@@H](CO)N4C(=O)CN(C(=O)NC(C)C)C[C@H]34)cc2)cc1	0.0	19
C[C@H](CO)N1C[C@H](C)[C@H](CN(C)CC2CC2)OCCCC[C@H](C)Oc2ccc(NC(=O)c3ccccc3)cc2C1=O	0.0	-15
CCNC(=O)C[C@H]1CC[C@H]2[C@@H](COC[C@@H](O)CN2C(=O)c2ccccn2)O1	0.0	5
COc1ccc(S(=O)(=O)N(C)C[C@@H]2Oc3c(NC(=O)c4nc5ccccc5s4)cccc3C(=O)N([C@@H](C)CO)C[C@@H]2C)cc1	0.0	35
O=C(NCC[C@@H]1CC[C@@H](NC(=O)c2ccccc2F)[C@@H](CO)O1)c1cnccn1	0.0	-29
Cc1noc(C)c1NC(=O)N1C[C@H](O)COC[C@H]2O[C@@H](CC(=O)N[C@@H]3CCN(Cc4ccccc4)C3)CC[C@@H]21	0.0	-7
O=C(NC[C@@H]1N[C@@H](CO)[C@H]1c1ccccc1)c1ccccc1F	0.0	-12
COc1cccc(CN2CC3(CN(CC4CCOCC4)C3)c3c([nH]c4cc(OC)ccc34)[C@@H]2CO)c1	0.2	6
C[C@@H]1CN([C@H](C)CO)C(=O)c2cc(NS(=O)(=O)c3cccs3)ccc2O[C@@H](C)CCCCO[C@@H]1CN(C)C(=O)c1ccncc1	0.0	14
OC[C@H]1[C@@H](c2ccc(C#Cc3ccccc3F)cc2)[C@@H]2CN(CC3CCOCC3)CCCCN12	0.0	-3
COc1cccc(S(=O)(=O)N2C[C@H](O)COC[C@H]3O[C@H](CC(=O)N4CCN(c5ccccc5)CC4)CC[C@@H]32)c1	0.0	15
CO[C@@H](CN(C)Cc1nccs1)[C@H](C)CN([C@@H](C)CO)S(=O)(=O)c1ccc(F)cc1	0.0	-23
COc1ccc(NC(=O)N(C)C[C@@H]2Oc3ccc(NC(=O)CCN4CCOCC4)cc3C(=O)N([C@@H](C)CO)C[C@H]2C)cc1	0.0	-2
O=C(O)[C@H]1[C@H](CO)[C@H]2Cn3c(cccc3=O)[C@H]2N1C(=O)NC1CCCC1	0.0	2
COc1ccc(S(=O)(=O)N2CC3(CN(C(=O)CN(C)C)[C@H](CO)c4c3c3ccc(OC)cc3n4C)C2)cc1	0.8	-68
C[C@@H]1CN([C@H](C)CO)C(=O)c2cc(NC(=O)Nc3ccc(C(F)(F)F)cc3)ccc2O[C@@H](C)CCCCO[C@H]1CN(C)S(=O)(=O)c1ccc(Cl)cc1	0.2	-30
CCc1nc(N2[C@@H](C#N)[C@@H](c3ccccc3-c3ccc(F)cc3)[C@@H]2CO)sc1C	0.0	10
COc1ccc2c3c(n(C)c2c1)[C@H](CO)N(Cc1ccccc1Cl)CC31CCN(C(=O)CC2CC2)CC1	0.0	-35
O=C(C1CCOCC1)N1C[C@H]2[C@@H](c3ccccc31)[C@@H](CO)N2C(=O)Nc1ccccc1F	0.0	-6
O=C(c1cccc(F)c1)N1CCCCN2[C@H](CO)[C@H](c3ccc(C#CC4(O)CCCC4)cc3)[C@@H]2C1	0.0	59*
COc1ccc(-c2ccc3c(c2)[C@@H]2[C@@H](CCN2C(=O)c2cccc(F)c2)[C@H](CO)N3)cc1	0.0	-24
COc1ccc(NC(=O)N2C[C@@H]3[C@H](c4ccccc42)[C@H](CO)N3Cc2ccccn2)cc1	0.0	6
C[C@@H](NC(=O)C[C@@H]1CC[C@H]2[C@H](COc3ccc(NS(=O)(=O)c4ccc(Cl)cc4)cc3C(=O)N2C)O1)c1ccccc1	0.0	-10
O=C(C[C@H]1C=C[C@@H](NC(=O)CCN2CCCCC2)[C@H](CO)O1)Nc1nccs1	0.0	22
CCNC(=O)c1cc2c(c(-c3cccc(-c4ccccc4F)c3)n1)[C@@H](CCO)N(C(=O)CC1CC1)C2	0.1	59*
C/C=C/c1ccc([C@@H]2[C@@H](CO)N(Cc3cccc(F)c3)C23CN(C(C)=O)C3)cc1	x	2
CCNC[C@@H]1[C@@H](c2ccccc2)[C@@H](CO)N1C(=O)Cc1ccccn1	0.0	-15

One compound at a time, as listed above:
C[C@@H]1CN([C@H](C)CO)C(=O)c2cc(NS(=O)(=O)c3cccs3)ccc2O[C@@H](C)CCCCO[C@@H]1CN(C)C(=O)c1ccncc1 as listed: Pax4 mRNA alpha TC1 = 0.0; YAP1 CTGF inhibition = 14
O=C(NC[C@@H]1N[C@@H](CO)[C@H]1c1ccccc1)c1ccccc1F as listed: Pax4 mRNA alpha TC1 = 0.0; YAP1 CTGF inhibition = -12
C/C=C/c1ccc([C@@H]2[C@@H](CO)N(Cc3cccc(F)c3)C23CN(C(C)=O)C3)cc1 as listed: Pax4 mRNA alpha TC1 = x; YAP1 CTGF inhibition = 2

Assay outcomes as filed in PubChem BioAssay.
